Compound activity deposited in PubChem BioAssay by ICCB-Longwood Screening Facility, Harvard Medical School.
PV pol inh – inhibitors of poliovirus RNA polymerase binding and polymerization; P03300; poliovirus polymerase elongation, fluorescence polarization; active compounds read low; % elongation, % (compound at 16.7 µg/mL); hit rate 0.66% among 150,000; in the data active means % elongation below about 90%; further: some results filed as inactive read as strong as hits
Target sequence (P03300 1749-2209 limits assumed): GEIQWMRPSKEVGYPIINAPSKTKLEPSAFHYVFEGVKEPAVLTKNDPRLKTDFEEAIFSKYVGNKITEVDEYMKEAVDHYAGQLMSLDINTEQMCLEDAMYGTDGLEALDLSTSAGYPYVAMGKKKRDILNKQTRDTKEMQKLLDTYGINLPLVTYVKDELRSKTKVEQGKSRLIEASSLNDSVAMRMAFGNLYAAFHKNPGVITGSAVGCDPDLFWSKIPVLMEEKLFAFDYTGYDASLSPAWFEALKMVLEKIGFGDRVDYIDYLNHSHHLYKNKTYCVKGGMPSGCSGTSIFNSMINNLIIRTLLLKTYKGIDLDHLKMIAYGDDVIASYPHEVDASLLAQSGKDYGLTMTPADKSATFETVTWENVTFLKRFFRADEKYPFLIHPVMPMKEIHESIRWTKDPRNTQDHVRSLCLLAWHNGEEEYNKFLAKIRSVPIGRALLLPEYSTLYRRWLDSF
PV pol inh FP z-score – recorded beside PV pol inh, whose call it bears; z-score; measured here: FP z-score; hits read low
* hit, by the source's call.

SMILES | PV pol inh | PV pol inh FP z-score
N#Cc1ccccc1CSc1nnc(-c2ccc(Br)cc2)o1 | 109.0 | 1.2
COc1ccc(NC(=O)c2oc3ccccc3c2NC(=O)COc2ccc(C(C)C)cc2)c(OC)c1 | 99.0 | -1.5
O=C(Cc1csc(N2CCOCC2)n1)N/N=C/c1ccccc1C(=O)O | 98.0 | -0.8
Nc1ccc2c(c1)CCC2=O | 103.0 | 0.8
O=C(CCc1nc2ccccc2s1)N1CCN(c2ccccn2)CC1 | 107.0 | 0.4
COc1ccc(S(=O)(=O)N(C)CC(=O)O)cc1 | 99.0 | -0.2
Cc1ccc2c(c1)-c1nc(-c3ccc4c(c3)NC(=O)CO4)cc(-c3ccc(Cl)cc3)c1CO2 | 113.0 | 2.3
O=C(OCC(=O)C12CC3CC(CC(C3)C1)C2)c1ccc(Br)o1 | 94.0 | -1.3
CCc1cccc(NC(=S)N2CCC(c3ccccc3)C2)c1 (centres undefined) | 104.0 | 1.3
CCC(C(=O)OC)n1cnc2c(nnn2-c2cccc(Cl)c2)c1=O (centres undefined) | 103.0 | 0.5
CC1=C(C#N)c2nc(N)c(C#N)c(C)c2/C1=C\C=C\c1ccccc1 | 103.0 | 0.5
COc1ccc(CCNc2nc(Cl)nc(N3CC4CC(C3)c3cccc(=O)n3C4)n2)cc1OC (centres undefined) | 104.0 | 0
O=C(CNc1ccc(F)cc1F)NC(=O)NCc1ccco1 | 108.0 | 0.8
CCOc1ccc(C2C(C(N)=O)=C(C)Nc3nc(SCc4ccccc4F)nn32)cc1 (centres undefined) | 109.0 | 1.3
CCC(C(=O)Nc1ccccc1OC)n1c(C(=O)OC)cc2occc21 (centres undefined) | 103.0 | 0
O=C(Nc1ccc(F)cc1F)c1cnccn1 | 104.0 | 0.8
Cc1ccc(NC(=O)C(c2ccccc2)N(C)C)cc1Cl (centres undefined) | 100.0 | -0.4
O=C(NC(c1ccccc1)c1ccccc1)c1cccnc1 | 104.0 | 0.1
Cc1nc2[nH]c(=O)[nH]c(=O)c2s1 | 104.0 | 0.7
CCN(C(=O)c1cccc2c1SCCC2=O)c1cc(Cl)ccc1OC | 98.0 | -1.1

3 records drawn at random from those above, as already listed:
SMILES | PV pol inh | PV pol inh FP z-score
COc1ccc(CCNc2nc(Cl)nc(N3CC4CC(C3)c3cccc(=O)n3C4)n2)cc1OC (centres undefined) | 104.0 | 0
CCOc1ccc(C2C(C(N)=O)=C(C)Nc3nc(SCc4ccccc4F)nn32)cc1 (centres undefined) | 109.0 | 1.3
O=C(CNc1ccc(F)cc1F)NC(=O)NCc1ccco1 | 108.0 | 0.8

Later entries:
SMILES | PV pol inh | PV pol inh FP z-score
COc1ccc(CN(Cc2cccs2)C(=O)Cc2cccs2)cc1OC | 107.0 | 0.3
Cc1nc2ccccc2c(=O)n1/N=C/c1ccc(Cl)c(Cl)c1 | 103.0 | 0.2
COc1ccc(C(=O)CC2(O)C(=O)Nc3c(C)cccc32)c(OC)c1OC (centres undefined) | 100.0 | -1.6
COC(=O)c1ccc(COC(=O)C2CCN(C(=O)c3ccc(Cl)cc3)CC2)o1 | 103.0 | 0.1
NC(=O)CN1C(=O)C(O)(CC(=O)c2ccccc2)c2ccccc21 (centres undefined) | 103.0 | 0.6
Cc1oc2ccc(O)c(CN3CCCCCC3)c2c1C(=O)Nc1cccc(Cl)c1C | 106.0 | -0.2
CC1CC(C)(C)NC(=S)N1CCCC(=O)Nc1ccc2c(c1)OCCO2 (centres undefined) | 102.0 | 0.4
Cc1ccc(C(=O)OCCCCN2C(=O)c3ccccc3C2=O)cc1NC(=O)c1ccco1 | 103.0 | -0.2
NNC(=O)c1csc(CS(=O)(=O)c2ccc(Cl)cc2)n1 | 103.0 | -0.3
C=C(C)CN(CC)Cc1ccc(C(=O)OC)cc1 | 100.0 | -0.4
CC(C)CN(CC(C)C)c1nc(-c2ccc(Cl)cc2)nc2ccccc12 | 106.0 | 0.4
COc1ccc(Cl)c2sc(NC(=O)c3ccc(S(=O)(=O)N4CCOCC4)cc3)nc12 | 104.0 | -1
COc1ccc(CNC(=O)c2cc(Nc3ccc(OC)cc3OC)nc3ccccc23)cc1 | 112.0 | 1
CC(=O)c1ccc(NC(=O)c2sc(-n3nc(C)c(CCC(C)C)c3C)nc2C)cc1 | 101.0 | -0.2
O=C(CN1C=NS(=O)(=O)c2ccccc21)N1CCCCCC1 | 100.0 | -0.2
Cc1cc(C(=O)CSc2nnc3sc4ccccc4n23)c(C)n1CCc1ccccc1 | 100.0 | -0.3
COc1ccc(-c2cc(C(=O)N3CCN(Cc4ccccc4)CC3)[nH]n2)cc1 | 100.0 | 0.1
CCN(CC)S(=O)(=O)c1cccc(C(=O)Nc2nncs2)c1 | 101.0 | -0.1
COc1ccc2nc(N3CCN(C(=O)c4ccco4)CC3)sc2c1 | 111.0 | 1.1
O=C(CSc1nccc(=O)[nH]1)Nc1ccc(Oc2ccccc2)cc1 | 102.0 | 0.3
O=c1nc2n(c3cc(Cl)c(S(=O)(=O)N4CCOCC4)cc13)CCC2 | 99.0 | -0.2
CN[C@@H]1CC2(C)OC([C@@H]1OC)n1c3ccccc3c3c4c(c5c6ccccc6n2c5c31)C(=O)NC4 (some centres undefined) | 100.0 | 0
CCOc1ccc(N2CC(c3nc(-c4cc(OC)c(OC)c(OC)c4)no3)CC2=O)cc1 (centres undefined) | 109.0 | 0.7
CCCCc1ccc(NC(=O)COC(=O)c2ccc(Cl)nc2)cc1 | 103.0 | 0.6
O=C(COc1ccc(Br)cc1)OCC(=O)N1CCCCC1 | 98.0 | -1.7
CC1CN(c2cc(-c3ccccc3)c3ccccc3n2)CC(C)O1 (centres undefined) | 99.0 | -0.5
Cc1cc(F)ccc1S(=O)(=O)Nc1ccccc1C(=O)OCC(=O)N1CCCC1=O | 103.0 | 0
CSc1nc(-c2ccco2)nn1C(=O)c1ccc(C)cc1 | 101.0 | 0.1
COc1ccc(-n2c(SCc3ccccc3F)nc3c([nH]c4ccccc43)c2=O)cc1 | 98.0 | -2.2
O=c1oc2ccccc2c2c1Sc1ccccc1N2 | 98.0 | -1
CCSc1ccc(NC(=O)Cc2ccccc2)cc1 | 102.0 | 0.8
Cc1ccc(NC(=O)C2COc3ccccc3O2)cc1Cl (centres undefined) | 102.0 | 0.1
O=C(CSc1cccc[n+]1[O-])NCCCc1ccccc1 | 103.0 | 0.6
COc1ccc(CN(C)Cc2ccccc2)cc1 | 98.0 | -1.2
Cc1ccc(CS(=O)(=O)CC(O)COc2ccc(F)cc2)cc1 (centres undefined) | 102.0 | 0.3
CCOC(=O)C1CCCN(C(=O)C2c3cc(OC)c(OC)cc3C(=O)N(C)C2c2ccc(OC)cc2)C1 (centres undefined) | 100.0 | 0.1
Cc1ccc(OCCn2nnc3sc4c(c3c2=O)CCC(C(C)(C)C)C4)cc1 (centres undefined) | 102.0 | -0.8
COC(=O)CSc1nnc(CNC(=O)c2cccs2)n1-c1cccc(C)c1 | 104.0 | 0.9
CCC1CCCCN1CCCNC(=O)c1ccc2c(c1)c(C)c(C)n2CC (centres undefined) | 104.0 | -0.6
CC1(C)C/C(=N\NC(=O)CC#N)CCO1 | 105.0 | 0.7
Fc1ccc(-c2nc3cc(N=C/C=C/c4ccc5c(c4)OCO5)ccc3o2)cc1 | 104.0 | 0.8
COc1cccc(C(=O)Nc2ccccc2N2CCCCC2)c1 | 104.0 | 0
N#Cc1cc2c(nc1SCC(=O)c1ccccc1)CCCC2 | 101.0 | -0.2
NC(=O)C1(N2CCCCC2)CCN(C(=S)NCc2ccco2)CC1 | 102.0 | 0.3
CN(C)S(=O)(=O)c1ccc2oc(SCC(=O)Nc3ccccc3F)nc2c1 | 101.0 | 0
O=C(Nc1ccc(Cl)cc1)C1CCCN(S(=O)(=O)c2ccc3[nH]c(=O)ccc3c2)C1 (centres undefined) | 118.0 | 0.3
O=C(NCc1ccc(Cl)cc1)C1CCCN(c2ncnc3onc(-c4ccc(F)cc4)c23)C1 (centres undefined) | 105.0 | -0.3
CN1CCCC(OC(=O)c2ccc(C#N)cc2)C1 (centres undefined) | 102.0 | 0
Cc1ccc2c(=O)cc(C(=O)Nc3sc4c(c3C(=O)NCc3ccccc3)CCCC4)oc2c1C | 104.0 | -0.7
COc1ccc(-n2c(=O)c(CCC(=O)NC3CC3)nc3ccccc32)cc1 | 115.0 | 1.1
Carrying on:
SMILES | PV pol inh | PV pol inh FP z-score
C=CCN(c1ccccc1C1=N/C(=C\c2ccc(C)cc2)C(=O)O1)S(=O)(=O)c1ccc(C)cc1 | 106.0 | 0.2
O=C(NCCO)c1cc2ccccc2c(=O)s1 | 102.0 | 0.2
CCNC(=O)c1c(NC(=O)Cc2coc3ccc(CC)cc23)sc2c1CCCC2 | 120.0 | 0.3
CC1=C(C(=O)Nc2cccnc2)C(c2ccc(Cl)cc2)n2nc(-c3ccccc3)nc2N1 (centres undefined) | 105.0 | 0
CCOC(=O)c1nc(-c2ccccc2)sc1-c1ccnn1C(=O)NC(C)C | 103.0 | -0.2
CCc1ccc2occ(CC(=O)Nc3nnc(SC)s3)c2c1 | 120.0 | 0.3
COc1ccc(CNC(=O)c2sc3nc[nH]c(=O)c3c2C)cc1 | 111.0 | 0.7
O=C(O)C1CCN(C(=O)C2CC2)CC1 | 104.0 | 0.2
O=C1Nc2ccccc2S/C1=C\C(=O)N1CCN(Cc2ccccc2)CC1 | 103.0 | 0.7
O=C(Nc1ccc(-c2nc3ccccc3s2)c(O)c1)c1ccc(Br)cc1 | 107.0 | 0.8
CN(CC(=O)Nc1ccc(-c2nnc3n2CCCCC3)cc1)S(=O)(=O)c1ccc(Cl)s1 | 100.0 | -0.5
COc1cccc(CNC(=O)CCNS(=O)(=O)c2cccc3nsnc23)c1 | 101.0 | -1.3
CCCCOc1ccccc1C(=O)NCC(=O)NN | 102.0 | 0.1
CC1CN(C)C(C)/C(=C\c2ccco2)C1=O (centres undefined) | 101.0 | -0.4
CCOc1ccc(-n2c(-c3ccc(C)cc3)nc3c(cnn3-c3ccccc3)c2=O)cc1 | 103.0 | -0.2
COc1ccc(NC(=O)Cn2ncc3c([nH]c4ccccc43)c2=O)cc1 | 102.0 | -0.2
CSc1cccc(NC(=O)c2nnn(CC(=O)Nc3cc(C)cc(C)c3)c2N)c1 | 98.0 | -0.7
Cc1c(C(=O)NCc2cccc(Cl)c2)oc2c1-c1[nH]ncc1CC2 | 99.0 | -2.5
CCCCN(C)Cc1cccc(OC)c1OC | 102.0 | 0.5
Cc1nc2c(C(=O)NCc3ccccc3)c[nH]n2c(=O)c1Cc1ccccc1Cl | 109.0 | 0
CC(C)NC(=O)CCc1nnc2n(Cc3ccc(Cl)cc3)c(=O)c3ccccc3n12 | 102.0 | 0.4
CC1(C)Cc2ccccc2C(c2cc3ccccc3oc2=O)=N1 | 102.0 | 0.4
COc1ccc(-n2c(C)nc3cc(C(=O)NC4CCCC4)ccc32)cc1 | 101.0 | -0.4
COc1ccc(Br)c(C(=O)/C(C#N)=N/O)c1 | 102.0 | 0.1
Cc1ccccc1Nc1nc(N)nc(CSc2nc(C)c(C)n2CC(C)C)n1 | 107.0 | 0.5
COc1ccc(-n2cnc3ccccc3c2=O)cc1OC | 103.0 | -0.1
Cc1cc(Cl)ccc1NC(=O)c1cccc(NC(=O)N2CCSc3ncccc32)c1 | 111.0 | 0.9
COc1cccc(CNC(=O)C2CCCN(c3nn4cc(-c5ccc(C)cc5)nc4s3)C2)c1 (centres undefined) | 106.0 | -0.4
N/C(=N\OC(=O)c1ccc2c(c1)OCO2)c1ccc(Cl)cc1 | 100.0 | -0.5
Cc1cc(Cl)ccc1OCCCC(=O)NC1(C)CCS(=O)(=O)C1 (centres undefined) | 99.0 | -0.2
Cc1ccc(-c2csc(CS(=O)(=O)C(C)(C)C)n2)cc1 | 104.0 | -0.1
CCN1CC2CCCC3(C1)C(=O)NC1(CCCCC1)N=C23 (centres undefined) | 101.0 | -0.3
COc1cc(C2CC(=O)C3=C(C)Nc4ccccc4N=C3C2)cc(OC)c1OC (centres undefined) | 107.0 | 1.5
Nc1nnc(C(=O)c2ccccc2N)s1 | 98.0 | -0.7
COc1ccc(-n2cc(-c3ccccc3)c3c(N4CCCCC4)ncnc32)cc1 | 103.0 | 0.4
Cc1ccc(N2CCN(c3ncnc4onc(-c5ccc(F)cc5)c34)CC2)c(C)c1 | 111.0 | 0.6
Cc1ccc(C)c(N(C)C(=O)CCNC(=O)Cn2cnc3ccccc3c2=O)c1 | 111.0 | 0.8
C=CCN(Cc1nc(-c2ccccc2)no1)C(=O)Nc1ccccc1 | 101.0 | -0.4
O=C(O)CCCN1CCCC1=O | 102.0 | 0
O=S(=O)(Cc1ccccc1)N1CCCCCC1 | 106.0 | 0.3

Molecules listed so far containing an aryl thioether with sulfur outside any ring (14):
SMILES | PV pol inh | PV pol inh FP z-score
N#Cc1ccccc1CSc1nnc(-c2ccc(Br)cc2)o1 | 109.0 | 1.2
CCOc1ccc(C2C(C(N)=O)=C(C)Nc3nc(SCc4ccccc4F)nn32)cc1 (centres undefined) | 109.0 | 1.3
Cc1cc(C(=O)CSc2nnc3sc4ccccc4n23)c(C)n1CCc1ccccc1 | 100.0 | -0.3
O=C(CSc1nccc(=O)[nH]1)Nc1ccc(Oc2ccccc2)cc1 | 102.0 | 0.3
CSc1nc(-c2ccco2)nn1C(=O)c1ccc(C)cc1 | 101.0 | 0.1
COc1ccc(-n2c(SCc3ccccc3F)nc3c([nH]c4ccccc43)c2=O)cc1 | 98.0 | -2.2
CCSc1ccc(NC(=O)Cc2ccccc2)cc1 | 102.0 | 0.8
O=C(CSc1cccc[n+]1[O-])NCCCc1ccccc1 | 103.0 | 0.6
COC(=O)CSc1nnc(CNC(=O)c2cccs2)n1-c1cccc(C)c1 | 104.0 | 0.9
N#Cc1cc2c(nc1SCC(=O)c1ccccc1)CCCC2 | 101.0 | -0.2
CN(C)S(=O)(=O)c1ccc2oc(SCC(=O)Nc3ccccc3F)nc2c1 | 101.0 | 0
CCc1ccc2occ(CC(=O)Nc3nnc(SC)s3)c2c1 | 120.0 | 0.3
CSc1cccc(NC(=O)c2nnn(CC(=O)Nc3cc(C)cc(C)c3)c2N)c1 | 98.0 | -0.7
Cc1ccccc1Nc1nc(N)nc(CSc2nc(C)c(C)n2CC(C)C)n1 | 107.0 | 0.5

An excerpt; rates above refer to the full screens.
